JMJD2A Tudor inh – blocks the human JMJD2A Tudor domain | AID 504339 | AlphaScreen JMJD2A-Tudor / H3K4me3 peptide binding | 390,000 compounds, 4.4% hits | Potency, µM (series often up to 114 µM), for inactives: at the top dose activity change, negative = inhibition, hits mostly inhibitors | O75164; also: % is scaled to controls: 0 for no effect and ±100 for the full control effect; nearly all actives have a fitted effect of over 50% in size
Pin1 inh – inhibitors of human Pin1; Q13526; Pin1 FP peptide displacement, HiFluor488, 10 min; 390,000 compounds, 0.009% hits; Potency, µM (top dose mostly 115 µM), without a hit: at the highest dose activity, negative = inhibition, hits mostly inhibitors; active = well fitted inhibition curve with a large enough effect in the polarisation, with a control signal flat, not every such curve was filed as active; inconclusive = small, poorly fitted or top-dose-only effect, or effect the other way, or a change in a side signal; inactive = no such curve, though single readings can be large or run the other way; the % refers to the polarisation; also: % is scaled to controls: 0 for no effect and ±100 for the full control effect
Target sequence (Q13526 whole entry, looked up): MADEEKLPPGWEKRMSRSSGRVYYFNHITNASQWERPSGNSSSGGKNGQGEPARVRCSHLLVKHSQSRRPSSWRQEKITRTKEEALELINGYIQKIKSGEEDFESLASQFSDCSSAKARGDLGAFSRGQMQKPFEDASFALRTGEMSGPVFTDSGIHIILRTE
BLM helicase inh – inhibitors of human Bloom syndrome helicase BLM; P54132; recombinant BLM DNA unwinding, fluorescence dequenching; Potency, µM (doses to about 56.1 µM), for inactives: top-dose activity change, negative = inhibition, hits mostly inhibitors; 350,000 compounds, 0.2% hits; AID 2528;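 also: plate controls were vehicle for no effect and no enzyme for full effect; nearly all actives have a fitted effect of over 35% in size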
HP1b chromo inh – blocks HP1-beta chromodomain binding to methylated histone tails | P83916 | AlphaScreen HP1-beta / biotin-H3K9me3 peptide binding | Potency, µM (series often up to 114 µM), for the others: at the highest dose activity change, negative = inhibition, usual class: inhibitors | 390,000 compounds, 0.56% hits; also: nearly all actives have a fitted effect of over 70% in size; inactives centre near 23
Target sequence (P83916 whole entry, looked up): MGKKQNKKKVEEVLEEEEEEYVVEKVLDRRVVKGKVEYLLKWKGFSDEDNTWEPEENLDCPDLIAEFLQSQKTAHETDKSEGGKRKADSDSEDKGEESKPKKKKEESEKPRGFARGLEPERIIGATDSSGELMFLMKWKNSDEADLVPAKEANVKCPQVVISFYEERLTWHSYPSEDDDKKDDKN
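AlphaScreen: HP1-beta (50 nM) preformed 30 min with biotin-H3(1-18)K9me3 peptide (50 nM) in PBS pH 7.4, 0.01% Tween-20. Compound added for 30 min at RT, then streptavidin donor/nickel chelate acceptor beads (10 ug/mL) for 30 min.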
GLS inhibitor – inhibitors of human glutaminase (GLS); GLS enzymatic activity, qHTS titration; AID 624170; Potency, µM (top dose mostly 45.5 µM), for the others: top-dose activity change, negative = inhibition, usual class: inhibitors; 410,000 compounds, 0.21% hits; also: % is scaled to controls: 0 for no effect and ±100 for the full control effect
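Compounds were pin-transferred onto hKGA, after which L-glutamine (1 mM solution) and a detection mix of glutamate oxidase, HRP and Amplex Red were added. Initial and 30 min RT fluorescence reads were collected.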
BAZ2B inh – blocks human BAZ2B | 360,000 compounds, 4.4% hits | AID 504333 | AlphaScreen BAZ2B-H3K14Ac peptide displacement | Potency, µM (highest dose often 114 µM), for the others: top-dose activity change, negative = inhibition, hits mostly inhibitors; also: % is scaled to controls: 0 for no effect and ±100 for the full control effect; nearly all actives have a fitted effect of over 60% in size
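Complex of BAZ2B and biotin-H3K14Ac (50 nM apiece) forms over 30 min at RT, then faces library compounds up to 110 uM for another 30 min; AlphaScreen beads added, 20 min dark incubation, luminescence read.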
G9a inh – G9a (human) methyltransferase inhibition; G9a H3K9 monomethylation, AlphaScreen, 2 h; AID 504332; Q96KQ7; 350,000 compounds, 8.8% hits; Potency, µM (highest dose often 102 µM), for inactives: top-dose activity, negative = inhibition, hits mostly inhibitors; also: % is scaled to controls: 0 for no effect and ±100 for the full control effect; nearly all actives have a fitted effect of over 75% in size
Target sequence (Q96KQ7 913-1193 limits assumed): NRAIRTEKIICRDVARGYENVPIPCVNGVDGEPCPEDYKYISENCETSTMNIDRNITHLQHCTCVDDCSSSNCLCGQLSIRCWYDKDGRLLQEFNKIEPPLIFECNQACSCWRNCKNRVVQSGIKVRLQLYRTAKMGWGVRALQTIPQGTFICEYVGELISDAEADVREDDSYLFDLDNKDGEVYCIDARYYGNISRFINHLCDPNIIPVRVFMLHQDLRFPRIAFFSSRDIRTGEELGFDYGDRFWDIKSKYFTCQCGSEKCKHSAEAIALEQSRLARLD
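Step 1: enzyme (final 20 nM) with compound, 15 min RT. Step 2: substrate peptide 500 nM and SAM 20 uM, 2 h RT. Step 3: anti-H3K9me1 antibody and AlphaScreen beads, 10 min, then plate read.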
POLI inh – blocks human DNA polymerase iota activity. 390,000 compounds, 1% hits. Pol iota fluorescent replication assay, 10 min. Q9UNA4. AID 588590. Potency, µM (series often up to 115 µM), for the others: top-dose activity, negative = inhibition, actives largely listed as inhibitors
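Pol iota at 10 nM preincubated 15 min with compounds at room temperature; reaction started with fluorescent substrate, 50 nM final. Fluorescence read kinetically at 0 and 10 min; buffer-only wells as negative control.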
PGK inhibitor – inhibitors of T. brucei phosphoglycerate kinase | P07378 | PGK/GAPDH coupled, Kinase-Glo luminescence, 60 min | Potency, µM (series often up to 57.5 µM), without a hit: at the top dose activity change, negative = inhibition, hits mostly inhibitors | 380,000 compounds, 0.043% hits | AID 602233; also: % is scaled to controls: 0 for no effect and ±100 for the full control effect; nearly all actives have a fitted effect of over 60% in size
Target sequence (P07378 whole entry, looked up): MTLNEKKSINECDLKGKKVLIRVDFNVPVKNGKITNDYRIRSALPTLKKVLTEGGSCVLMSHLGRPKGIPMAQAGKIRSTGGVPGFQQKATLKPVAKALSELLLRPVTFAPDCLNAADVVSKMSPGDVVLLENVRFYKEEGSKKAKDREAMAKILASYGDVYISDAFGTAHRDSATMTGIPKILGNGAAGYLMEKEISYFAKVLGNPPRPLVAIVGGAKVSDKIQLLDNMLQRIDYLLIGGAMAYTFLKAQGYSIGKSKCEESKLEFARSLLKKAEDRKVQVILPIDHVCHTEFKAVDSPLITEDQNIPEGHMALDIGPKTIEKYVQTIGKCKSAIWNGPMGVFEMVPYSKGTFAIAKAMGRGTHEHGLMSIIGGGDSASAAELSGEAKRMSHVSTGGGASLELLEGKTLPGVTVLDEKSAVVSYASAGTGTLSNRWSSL
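Luminescent ATP detection (Kinase-Glo Plus) follows a 60-minute room-temperature incubation, with wells lacking PGK as controls. Buffer: 100 mM TEA (pH 7.6), 5 mM MgCl2, 0.01% Tween-20. Coupling enzyme GAPDH (100 nM final) supplies unstable 1,3-BPG in-well.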
* marks the source's active call; other numbers are inactive results; i = inactive; ? = inconclusive; . = no result given; & = joins results of further samples; [ ] = dose if it differs, or a comment. Unless noted, calls follow the shape of the dose curve; as a rule, active = well fitted curve in the direction sought with a large enough effect; inconclusive = small, poorly fitted or top-dose-only effect, or another doubt; inactive = no such curve, though single readings can be large; an effect the other way counts as inactive or inconclusive. Potency is read from the fitted curve at half-maximal effect. This is a subset; count on the stated rates, not on these rows.

cpd	molecule	BLM helicase inh	PGK inhibitor	Pin1 inh	BAZ2B inh	GLS inhibitor	G9a inh	JMJD2A Tudor inh	HP1b chromo inh	POLI inh
1	O=C(c1cc(Cl)nc2ccccc12)N1CCCCC1	-1%	-8%	3%	-5%[57.1 µM]	1%	41%[0.501 µM]	-3%	24%	5%
2	O=C(Nc1ccc(F)cc1)c1oc2ccccc2c1NC(=O)C12CC3CC(CC(C3)C1)C2	-5%	4%	-3%	-10%	3%	-7%[59 µM]	-13%	21%	30%[activator]
3	CCOc1ccc(S(=O)(=O)c2c(C(=O)c3ccc(CC)cc3)cnc3ccc(C)cc23)cc1	-5%	-8%	6%	-15%	-3%	?	-29%	-6%	54%[activator]
4	CC1(C)CC(NC(=O)COc2ccc(Cl)cc2Cl)CC(C)(C)N1	2%	5%	0%	-1%	-8%	20%	11%	14%	95%[activator]
5	CCc1ccc(C(=O)NNc2ccc(F)cc2)cc1	-5%	-5%	-2%	?	27%	.	-22%	-22%	?
6	CNS(=O)(=O)c1cccc(C(=O)OCC(=O)c2ccc3c(c2)OCCO3)c1	.	-9%	?	-29%	-4%	?	-32%	-15%	?
7	CN(CC(=O)Nc1cccc(F)c1)C(=O)/C=C/c1cn(Cc2ccccc2)nc1-c1cccnc1	.	3%	44%[activator]	-10%	-7%	50µM*	-27%	18%	63%[activator]
8	Cc1cccc(C(C)C)c1NC(=O)COC(=O)CN1C(=O)C2CC=CCC2C1=O (stereo not given)	.	-7%	-14%	12%	4%	?	-13%	14%	25%
9	Cc1ccc(Cl)cc1N1CCN(C(=O)c2cccn3c(=O)c4cc(Cl)ccc4nc23)CC1	0%	i	-18%	8%	-6%	24%[59 µM]	-21%	72%[activator]	35%[activator]
10	COCCn1c(N)c(N(Cc2ccccc2)C(=O)c2oc3ccccc3c2C)c(=O)[nH]c1=O	-4%	i	2%	?	-6%	-2%[59 µM]	-3%	49%[activator]	48%[activator]
11	COCCNC(=O)C(c1cccc(OC)c1)N(C(=O)Cn1nnc2ccccc21)c1cccnc1 (stereo not given)	1%	7%	3%	8%	2%	7%	0%	41%[activator]	?
12	N#CCC(=N)N1CCN(c2ccc(F)cc2)CC1	-17%	-12%	?	?	-13%	-3%	-26%	12%	-1%
13	CCC(C)NC(=O)CSc1nnc(-c2ccoc2C)n1CC1CCCO1 (stereo not given)	-2%	-12%	-1%	5%	2%	15%[59 µM]	-23%	70%[activator]	-6%
14	COc1cc2c(cc1OC)C(c1cccc(F)c1)CC(=O)N2 (stereo not given)	-3%	1%	-1%	-11%	6%	.	-16%	20%	12%
15	Cc1ccc2cc(CCNC(=O)CCCc3ccccc3)c(=O)[nH]c2c1C	3%	-9%	-3%	-15%	-7%	-50%	-5%	31%	15%
16	O=C(NC(=S)Nn1cnnc1)c1ccccc1	.	9%	5%	-31%	22%	-12%[2.33 µM]	-30%	-7%	6%
17	Cc1ccc(N2CCN(S(=O)(=O)c3ccc(Cl)c4ccccc34)CC2)c(C)c1	-8%	-4%	2%	?	4%	11%[59 µM]	10%	58%[activator]	21%
18	CN1C[C@@H]2[C@@H]3C(=O)N(C)C(=O)[C@@H]3[C@](C)(C1=O)N2C(=O)c1ccc(F)cc1	.	6%	-3%	.	0%	.	-11%	41%[activator]	27%
19	CC(=O)N1CCc2cc(S(=O)(=O)NC(Cc3ccccc3)C(=O)O)ccc21 (stereo not given)	-2%	-5%	-14%	-24%	-20%	-15%	8%	32%	33%[activator]
20	O=C(COC(=O)C1CCN(/C=C/C(=O)C(F)(F)F)CC1)Nc1ccccc1	-2%	-1%	-13%	-2%	-14%	20%[59 µM]	-13%	28%	3%
21	CCCNS(=O)(=O)c1ccc(OCC(=O)N(C)Cc2ccccc2)cc1	-3%	5%	0%	1%	-1%	-13%[12.7 µM]	-5%	20%	-18%
22	COCCCNC(=O)CSc1nc2c(sc3ccccc32)c(=O)n1CCCC(=O)NCC1CCCO1 (stereo not given)	-2%	-1%	0%	3%	-1%	-35%	3%	26%	49%[activator]
23	Cc1c(NS(=O)(=O)c2ccccc2)c(=O)n(-c2ccccc2)n1C	1%	1%	-6%	6%	-3%	16%[59 µM]	-2%	25%	4%
24	Cc1nc(-c2noc(-c3cccc(Cl)c3)n2)c(C(F)(F)F)o1	-1%	-7%	-6%	10%	1%	77%[activator]	10%	46%[activator]	45%[activator]

Looked up above.
COCCCNC(=O)CSc1nc2c(sc3ccccc32)c(=O)n1CCCC(=O)NCC1CCCO1 (stereo not given) – GLS inhibitor: -1%
O=C(COC(=O)C1CCN(/C=C/C(=O)C(F)(F)F)CC1)Nc1ccccc1 – JMJD2A Tudor inh: -13%

The list goes on.
cpd	molecule	BLM helicase inh	PGK inhibitor	Pin1 inh	BAZ2B inh	GLS inhibitor	G9a inh	JMJD2A Tudor inh	HP1b chromo inh	POLI inh
25	O=C(NC(=O)N1CCN(c2ccc([N+](=O)[O-])cn2)CC1)c1ccccc1F	-2%	-3%	-5%	-3%	-2%	-3%	7%	31%	-16%
26	CCOc1ccc2[nH]c(=O)c(CN(Cc3ccc(F)cc3)C(=O)c3ccco3)cc2c1	-1%	-3%	2%	-24%	14%	?	-9%	20%	11%
27	O=S(=O)(c1ccc2ccccc2c1)N1CCN(C2CCN(Cc3ccccc3)CC2)CC1	4%	i	-2%	28µM*	2%	5µM*	0.89µM*	-46%	?
28	COc1ccc(-c2cc(C(=O)NCCCN3CCOCC3)no2)cc1	3%	-10%	-9%	0%	-3%	14%	-14%	21%	142%[activator]
29	Cc1cccc(NC(=O)Cn2c(=O)n(CC3CCC(C(=O)NCCc4ccccc4)CC3)c(=O)c3ccccc32)c1 (stereo not given)	0%	-2%	12%	-1%	4%	11%[59 µM]	0%	28%	1%
30	Cc1ccc2c(C)nc(Nc3nc(CSc4nnc(C)s4)cc(=O)[nH]3)nc2c1	46%[activator]	-7%	3%	8%	-9%	-42%	-26%	18%	38%[activator]
31	Cc1ccc(/C=C/C(=O)OCC(=O)NCCc2ccc(S(N)(=O)=O)cc2)o1	.	17%	-2%	.	4%	.	-11%	9%[57 µM]	-4%
32	Cc1ccc(C(=O)OCC(=O)NC2CCCc3ccccc32)o1 (stereo not given)	.	-5%	?	14%	5%	-10%[2.33 µM]	-4%	19%	7%
33	COc1cc(/C=C/C2=NNC(=O)CC2)cc(OC)c1OC	1%	-9%	-2%	-15%	-9%	-9%	-7%	37%	-1%
34	COc1ccc(CNC(=O)c2nc(S(=O)(=O)Cc3ccccc3)ncc2Cl)cc1	-3%&1%	-8%&0%	0%&-3%	-37%&-9%	0%&-9%	?	-1%&-24%	27%&24%	-14%&-5%
35	CCOC(=O)C1OC2(CCCC2)OC1C(=O)OCC (stereo not given)	.	i	-10%	.	-1%	.	-4%	24%	-10%
36	COc1ccc(CN(C(=O)c2cccs2)c2nccs2)cc1OC	-4%	0%	-7%	12%	0%	15%[12.7 µM]	-5%	19%	-3%
37	CC(C)(O)C#Cc1ccc(C(=O)NC2CCCCC2)s1	-2%	3%	3%	4%	0%	11%	-8%	22%	63%[activator]
38	COc1cc(Cl)cc(C=O)c1OCC(=O)O	-2%	-2%	-3%	-2%	9%	5%	1%	27%	?
39	COc1ccc(Cn2c(C(=O)O)c(CNC3CCCCCC3)c3ccc(OC)cc32)cc1	6%	-16%	-2%	?	1%	-8%[59 µM]	-13%	31%	-5%
40	CC(=O)OC1=CN(Cc2ccccc2)S(=O)(=O)c2ccccc21	-6%	i	-9%	3%	-25%	6%[59 µM]	-11%	20%	21%

Laid out differently: entries from further up.
40	CC(=O)OC1=CN(Cc2ccccc2)S(=O)(=O)c2ccccc21
  BLM helicase inh: -6%
  PGK inhibitor: i
  Pin1 inh: -9%
  BAZ2B inh: 3%
  GLS inhibitor: -25%
  G9a inh: 6%[59 µM]
  JMJD2A Tudor inh: -11%
  HP1b chromo inh: 20%
  POLI inh: 21%
37	CC(C)(O)C#Cc1ccc(C(=O)NC2CCCCC2)s1
  BLM helicase inh: -2%
  PGK inhibitor: 3%
  Pin1 inh: 3%
  BAZ2B inh: 4%
  GLS inhibitor: 0%
  G9a inh: 11%
  JMJD2A Tudor inh: -8%
  HP1b chromo inh: 22%
  POLI inh: 63%[activator]

Continued:
cpd	molecule	BLM helicase inh	PGK inhibitor	Pin1 inh	BAZ2B inh	GLS inhibitor	G9a inh	JMJD2A Tudor inh	HP1b chromo inh	POLI inh
41	O=C(CSc1nc2ccccc2c(=O)n1-c1ccccc1Cl)NCC1CCCO1 (stereo not given)	.	-10%	-10%	2%	2%	?	-9%	47%[activator]	-15%
42	CCN(c1ccccc1)P(=O)(Nc1ccccc1)Nc1ccccc1	-2%	i	-11%	3%	-2%	11%	-18%	-12%	19%
43	O=C(c1ccc(Cl)cc1)c1coc2ccc(O)cc12	-12%	-8%	-5%	8%	18%	-6%[59 µM]	-22%	16%	0%
44	COc1ccc(CCN2CC(C(=O)Nc3ccccc3F)CC2=O)cc1OC (stereo not given)	.	6%	-6%	0%	-3%	6%[2.33 µM]	-8%	30%	45%[activator]
45	CN(C(=O)C1=CC(c2ccc3c(c2)OCO3)=NS(=O)(=O)N1C)c1ccccc1	-3%	-5%	-1%	0%	5%	?	-10%	48%[activator]	39%[activator]
46	CN=c1oc2ccc(Cl)cc2cc1C(N)=O	-5%	-7%	17%	-28%	1%	-11%[12.7 µM]	-12%[57.1 µM]	24%	3%
47	O=C(O)CC1(CC(=O)NCc2ccc(-c3cccs3)cc2)CCCCC1	-11%	-1%	-7%	-20%	-1%	13%	-8%	21%	48%[activator]
48	CCc1ccc(NC(=O)CCCc2nnc3n(CCCOC)c(=O)c4sccc4n23)cc1	-5%	2%	-4%	-31%	-3%	-5%[59 µM]	-16%	5%	35%[activator]
49	CNC(=O)c1ccc(-c2sc3nc(N4CCOCC4)c4c(c3c2N)CCCC4)o1	-12%	-9%	4%	?	17%	?	?	42%[activator]	7%
50	O=C(N/N=C/C1CC=CCC1)c1ccc(O)cc1O (stereo not given)	0%	i	1%	-2%	15%	35%[59 µM]	-8%	14%	3%
51	CCN(Cc1ccccc1)C(c1cc2cc(C)ccc2[nH]c1=O)c1nnnn1CCOC (stereo not given)	-2%	-6%	0%	.	-2%	?	?	21%	5%
